TLR9-MyD88 inh: inhibitors of TLR9-MyD88 association in cells, primary screen, cell-based, CHO, BLA complementation, fluorescence. CCF4 FRET ratio. inhibition, % at 4.98 µM. 340,000 compounds, 0.21% hits;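 active = inhibition above the mean over all tested compounds plus 3 SD, cut at about 21% in these data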;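 also: 0% = DMSO only wells and 100% = clavulanate BLA inhibitor control wells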
NCOA3 inh: SRC3 coactivator transcriptional activity inhibitors, primary screen, cell-based, luminescence; 360,000 compounds, 0.17% hits; HEK293 GAL4-SRC3 luciferase reporter; Nuclear receptor coactivator 3 (Homo sapiens), Q9Y6Q9; inhibition, % at 3.6 µM;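 active = inhibition above a per-campaign cutoff, the mean of all compounds plus 3 SD, cut at about 60% in these data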;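 also: 0% = DMSO-treated cells and 100% = gossypol-treated cells at 36 µM; higher means less SRC3-driven luciferase light from the GAL4 reporter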
Target sequence (Q9Y6Q9 whole entry, looked up, the tested form may be a part): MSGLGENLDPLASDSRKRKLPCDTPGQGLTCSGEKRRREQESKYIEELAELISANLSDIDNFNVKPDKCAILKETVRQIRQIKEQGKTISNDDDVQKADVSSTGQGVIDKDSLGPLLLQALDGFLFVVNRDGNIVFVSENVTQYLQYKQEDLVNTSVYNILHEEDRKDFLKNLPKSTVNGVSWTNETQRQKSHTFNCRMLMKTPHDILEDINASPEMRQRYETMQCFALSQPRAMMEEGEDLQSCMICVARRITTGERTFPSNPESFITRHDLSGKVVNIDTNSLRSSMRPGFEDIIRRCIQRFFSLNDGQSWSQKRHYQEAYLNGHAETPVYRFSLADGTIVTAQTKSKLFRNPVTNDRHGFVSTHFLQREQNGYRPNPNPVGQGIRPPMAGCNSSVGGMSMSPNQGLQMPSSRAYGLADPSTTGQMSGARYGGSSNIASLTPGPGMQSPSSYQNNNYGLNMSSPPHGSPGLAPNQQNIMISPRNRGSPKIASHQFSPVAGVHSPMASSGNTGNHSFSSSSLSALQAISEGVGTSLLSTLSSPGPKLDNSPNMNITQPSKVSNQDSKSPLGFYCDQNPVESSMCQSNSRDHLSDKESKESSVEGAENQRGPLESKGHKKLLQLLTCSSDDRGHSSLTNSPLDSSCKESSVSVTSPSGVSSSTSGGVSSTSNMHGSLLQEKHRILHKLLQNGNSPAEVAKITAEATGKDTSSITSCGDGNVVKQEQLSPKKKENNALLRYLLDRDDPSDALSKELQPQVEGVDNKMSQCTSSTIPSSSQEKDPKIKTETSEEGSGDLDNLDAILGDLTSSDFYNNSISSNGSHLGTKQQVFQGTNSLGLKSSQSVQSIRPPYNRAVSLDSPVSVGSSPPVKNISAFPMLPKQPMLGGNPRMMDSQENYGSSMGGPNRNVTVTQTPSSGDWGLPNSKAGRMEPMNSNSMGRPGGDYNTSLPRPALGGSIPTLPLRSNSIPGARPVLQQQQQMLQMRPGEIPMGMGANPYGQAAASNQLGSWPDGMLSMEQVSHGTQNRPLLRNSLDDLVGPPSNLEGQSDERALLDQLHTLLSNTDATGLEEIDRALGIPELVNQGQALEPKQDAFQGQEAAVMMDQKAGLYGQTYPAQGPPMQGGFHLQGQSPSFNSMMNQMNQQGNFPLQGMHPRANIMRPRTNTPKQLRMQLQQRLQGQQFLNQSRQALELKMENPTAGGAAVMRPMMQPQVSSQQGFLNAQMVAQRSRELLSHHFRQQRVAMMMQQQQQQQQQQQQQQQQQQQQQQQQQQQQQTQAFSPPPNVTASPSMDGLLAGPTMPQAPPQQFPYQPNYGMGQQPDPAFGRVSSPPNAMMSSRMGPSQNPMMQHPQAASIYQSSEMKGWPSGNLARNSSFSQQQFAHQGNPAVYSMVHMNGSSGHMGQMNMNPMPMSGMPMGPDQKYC
NOD2-RIPK2 inh: NOD2-RIPK2 binding disruptors in cells, primary screen, fluorescence, CHO cells, BLA complementation; inhibition, % at 4.98 µM; AID 624267, 2012; Receptor-interacting serine/threonine-protein kinase 2 (Homo sapiens), O43353; CCF4 ratio; 360,000 compounds, 0.38% hits; in the data active = inhibition above about 21%;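 also: 0% = vehicle only and 100% = reference blocker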
COUP-TFII inh: NR2F2 transcriptional activity inhibitors, primary screen, cell-based, luciferase reporter, HEK293T, luminescence; inhibition, % at 8.6 µM; 370,000 compounds, 0.7% hits; HEK293T NGFI-A luciferase reporter;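 active = inhibition above a per-plate cutoff, mean inhibition of test wells between control levels plus 3 SD, cut at about 38% in these data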;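 also: cells cotransfected with COUP-TFII expression vector driving the NGFI-A reporter; 0% = median of COUP-TF2 test wells and 100% = reporter-only cells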
LMP1 NFkB inh: EBV LMP1-driven NF-kappaB luciferase reporter inhibitors, primary screen, cell-based, luminescence, single point. LMP1-induced NF-kappaB luciferase reporter cells. inhibition, % at 12.5 µM. 350,000 compounds, 0.69% hits; in the data active = inhibition above about 41%; inconclusive = no clear call, values can overlap the other calls;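 also: 0% = neutral control wells and 100% = reference inhibitor control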
NCOA1 inh: SRC1 coactivator transcriptional activity inhibitors, primary screen, cell-based, luminescence. Nuclear receptor coactivator 1 (Homo sapiens), Q15788. HEK293 GAL4-SRC1 luciferase reporter. inhibition, % at 3.6 µM. 360,000 compounds, 0.12% hits. AID 588354, 2011;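 active = inhibition above the campaign mean plus 3 SD, with each screening campaign given its own cutoff, cut at about 60% in these data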;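 also: 0% = DMSO treated cells and 100% = gossypol at 36 µM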
TRAIL sens C8: viability loss with TRAIL in NB7+C8 cells, primary screen, TRAIL sensitizer project, cell-based, ATPlite luminescence. inhibition (viability loss, TRAIL sensitization), % at 10 µM. 360,000 compounds, 1% hits;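 active = compounds causing at least 50% loss of cell viability in the single-dose screen, relative to plate controls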
TROY signal inh: inhibitors of TROY-driven NF-kB signaling, primary screen, Q293 LMP1-TROYcd cells, NF-kB luciferase, uHTS; Q293 LMP1-TROYcd NF-kB luciferase reporter, 4 h; inhibition, % at 10 µM; 360,000 compounds, 0.98% hits;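 active = compounds whose plate-normalised and pattern-corrected inhibition of the luciferase reporter signal at the single screening dose is 50% or more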
NR5A2 inv ag: LRH-1 (NR5A2) inverse agonists, primary screen, cell-based, luminescence, HEK293T, StAR-luciferase reporter. 360,000 compounds, 0.13% hits. Nuclear receptor subfamily 5 group A member 2 (Homo sapiens), O00482. inhibition, % at 3.6 µM. LRH-1 transfected, 24 h;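 active = inhibition above the mean inhibition of all tested compounds plus 3 SD, cut at about 73% in these data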;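 also: 0% = DMSO wells and 100% = reporter-only cells lacking LRH-1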
Vif inh: HIV Vif self-association inhibitors, primary screen, imaging, HEK293T, single point; 340,000 compounds, 0.35% hits; AID 602346, 2012; HEK293T cells, Vif self-association by quenched fluorescence, 24 h; inhibition, % at 7.49 µM; in the data active = inhibition above about 50%, passing the limit was not always enough; inconclusive = no clear call, values can overlap the other calls; inactive = below about 31%; also: some results filed as inactive read as strong as hits
NCOA2 inhibitor: inhibition of GAL4-SRC2 driven luciferase reporter, primary screen, SRC2 inhibitor project, cell-based, luminescence; HEK293 GAL4-SRC2 luciferase reporter; 370,000 compounds, 0.17% hits; inhibition, % at 9 µM; Nuclear receptor coactivator 2 (Homo sapiens), Q15596;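 active = inhibition above the mean inhibition of all tested compounds plus 3 SD, set per campaign, cut at about 52% in these data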;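 also: 0% = DMSO treated cells and 100% = cells given Gossypol at 36 µM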
* hit, by the source's call; ? = inconclusive; . = no result given. This is a subset. The share of hits here may be higher or lower than overall.

SMILES	TLR9-MyD88 inh	NCOA3 inh	NOD2-RIPK2 inh	COUP-TFII inh	LMP1 NFkB inh	NCOA1 inh	TRAIL sens C8	TROY signal inh	NR5A2 inv ag	Vif inh	NCOA2 inhibitor
COc1ccc(C(=O)C(=NNc2ccccc2)c2ccc(OC)cc2)cc1	3	-2	-9	11	0	9	-9	-2	19	22	-6
COc1cccc(NC(=O)Cn2nnc(-c3ccccc3N)n2)c1	-11	4	-5	8	4	8	9	6	-5	6	5
Cc1csc(NC(=O)CCCNC(=O)c2ccc(Cl)cc2)n1	3	6	-3	-12	-3	-63	-1	-21	12	-2	-46
C#CCNC(=O)c1csc([C@@H]2O[C@H](CO)[C@@H](O)[C@H]2O)n1	.	8	-8	2	.	2	4	8	13	27	-3
CCOC(=O)Cc1ncccc1C(=O)Nc1ccc(Oc2ccccc2)cc1	-4	9	6	-1	10	-8	1	-1	-4	1	6
OC(CN1C2=NCCCN2c2ccccc21)c1ccc(Br)cc1 (stereo unspecified)	-1	0	0	-1	3	-13	11	-26	4	-1	-1
COc1ccc(-c2nc3c(-c4ccc(Cl)cc4)cnn3cc2C)cc1F	-4	9	-14	-10	24	5	6	-1	1	5	-10
CC(C)(C)OC(=O)Nc1ccccc1-n1nnnc1C(C(=O)c1ccccc1)N1CCN(c2ccccn2)CC1 (stereo unspecified)	.	.	2	5	.	.	-16	.	-11	.	-8
COc1cccc(CCNC(=O)c2cccc(NC(=O)C3=C(C)OCCS3)c2)c1	2	-30	-3	-6	-7	-7	8	14	-28	2	-1
C=C(C)C1Cc2c(C)nn(-c3cccc4ccccc34)c2C1 (stereo unspecified)	3	23	7	2	2	12	-15	-5	-4	-15	12
Cc1ccc(C(=O)CC2SC(N)=NC2=O)cc1 (stereo unspecified)	3	8	-2	-6	2	0	8	-10	-13	-14	10
Cc1c(NC(=O)C(C)OC(=O)c2cc3c4ccccc4n(C)c3s2)c(=O)n(-c2ccccc2)n1C (stereo unspecified)	-5	-17	-6	2	-6	-7	12	-18	8	.	-7
Cc1cccc(C)c1NC(=O)Nc1ccc2c(c1)OCO2	-1	-16	-6	-5	12	8	-1	-32	3	-12	-35
O=C1NCCOC(=O)[C@H](Cc2ccc(F)cc2)C/C=C\C[C@H]1CC(=O)N(CCO)Cc1ccccc1	-6	-14	-2	-4	11	17	-2	3	10	11	-12
O=C(COC(=O)CN1C(=O)C2CCCCC2C1=O)NCc1ccc(Cl)cc1Cl (stereo unspecified)	4	-71	4	-4	1	-39	-1	14	8	0	-12
O=C(Nc1nccs1)c1ccc(-c2ccc([N+](=O)[O-])cc2)o1	-13	-75	-7	-24	-21	-93	23	41	-107	80*	-51
O=c1cc(O)nc(SCc2ccc(Cl)cc2)[nH]1	0	-2	-2	-11	-16	17	-9	-9	-1	10	-11
COc1cc(C(=O)NCc2nnc(SCC(=O)NCc3ccccc3)o2)cc(OC)c1OC	-3	16	-11	11	-4	-45	5	-10	3	-2	-5
CCOc1ccc(NC(C)c2cc(Cl)ccc2O)cc1 (stereo unspecified)	-11	-1	8	-3	5	9	-15	-1	3	15	10
Cc1c(NC(=O)COC(=O)C(c2ccc(Cl)cc2)C(C)C)c(=O)n(-c2ccccc2)n1C (stereo unspecified)	-5	-17	4	7	-2	-10	-5	-7	21	-2	19
CSCC[C@@H](CO)NC(=O)[C@H]1O[C@@H](n2ccc(N)nc2=O)[C@H](O)[C@@H]1O	.	28	29*	3	.	2	-4	-3	-26	.	-30
CCOC(=O)N1CCN(CCC(=O)Nc2cc(C)ccc2C)CC1	4	-1	-14	-6	-2	5	-7	0	-5	0	3
Cc1cc(F)ccc1NC(=O)Nc1ccc2c(c1)OCO2	-4	-11	-11	-1	0	5	10	-25	0	2	-3
COC(=O)c1ccc2c(=O)[nH]c(COC(=O)c3[nH]c(C)c(C(C)=O)c3C)nc2c1	9	11	-1	-5	-1	15	1	6	-24	-4	34
O=C(NC(=S)NC12CC3CC(CC(C3)C1)C2)c1ccc(F)cc1	.	-52	-3	-7	.	-60	-1	33	-25	-15	-12
COc1ccc(-c2cn3cccnc3n2)cc1NC(=O)C(C)Oc1ccccc1 (stereo unspecified)	-8	-11	-3	-9	-2	-8	-4	-19	5	-5	34
Nc1sc(-c2ccccc2)cc1C(=O)NCCc1ccc(Cl)cc1	.	.	7	3	.	.	-5	.	14	.	0
Cc1cc(C(=O)N=Nc2c(O)n(C(C)C)c3ccccc23)n[nH]1	-4	0	-5	5	-4	-24	5	-18	0	1	-35
NC(=O)CSc1nnc(-c2ccccn2)n1N	4	22	-2	3	4	13	-2	4	-2	1	-22
CCOc1cccc(C2C(C(=O)c3ccco3)=C(O)C(=O)N2c2nnc(C)s2)c1 (stereo unspecified)	-1	-4	6	-8	-1	-20	-10	-30	7	?	24
CS(=O)(=O)CC(=O)Nc1ccc2nc3n(c(=O)c2c1)CCCCC3	-3	5	1	15	2	-5	0	1	-22	0	-6
Cc1ccc(C(=O)N2C(=O)C(c3ccccc3)Oc3ccccc32)cc1 (stereo unspecified)	-10	3	-14	6	4	1	-12	33	5	4	6
CCCOC(=O)c1ccc(NC(=O)c2ccoc2C)cc1	-8	-71	0	-34	3	-85	15	-14	-66	3	-36
CCOc1ncccc1C(=O)Nc1ccc(-c2ccc3nnc(C)n3n2)cc1	4	-10	-13	-8	9	-3	-10	1	8	?	11
COCCCn1c(=O)c2ccccc2n(Cc2ccccc2)c1=O	-4	-19	-8	-7	6	3	-5	14	0	0	-4
CCn1c2ccccc2c2cc(NC(=O)COC(=O)c3ccccc3O)ccc21	-11	3	-11	11	-8	-32	-8	4	15	-1	19
COc1ccc(C(=O)Oc2ccc(/C=N/O)cc2)cc1	8	-22	5	-43	-17	4	-2	-73	-41	5	-16
Cn1c(=O)c2c(nc(-c3ccccc3)n2C)n(Cc2ccccc2)c1=O	-23	22	8	-12	-41	-24	-3	0	18	6	6
Clc1ccc(CNc2ccccn2)cc1	-6	-12	7	-6	-13	-15	-37	-7	-4	8	-52
Cc1c(NC(=S)SCc2ccccc2)c(=O)n(-c2ccccc2)n1C	1	-52	-10	-1	-1	-2	1	14	8	-5	13
CCOC(=O)COc1ccccc1/C=N\NC(=O)c1cc2c(ccc3ccccc32)o1	-1	9	-2	0	8	8	-9	5	4	-9	-18
Cc1ccc(OCCCSc2n[nH]c(N)n2)cc1	-12	-18	8	-16	-15	-54	13	-26	4	-2	-24
CC1(C(=O)NS(=O)(=O)c2ccc(F)cc2F)CCN1C(=O)Cc1cc(F)ccc1F (stereo unspecified)	.	9	-9	4	.	-2	1	-10	18	-5	-5
O=C(O)c1cccc(S(=O)(=O)Nc2ccccc2-c2ccccc2)c1	0	-5	0	-1	-7	-73	-3	-18	-11	15	-7
CCn1c(-c2ccccc2)csc1=Nc1ccc(S(=O)(=O)O)cc1	-10	10	-10	15	-28	2	19	15	4	-3	-5
Cc1cc(=O)oc2cc(OCC(=O)N3CCCC3)c(Cl)cc12	0	2	-17	3	-6	-4	-7	-10	-18	1	-4
CC(=O)NCc1ccc(-c2nc3ccccc3s2)cc1	4	-58	2	-29	9	-113	39	-12	-160	5	-31
COc1ccc(-n2c(CCc3ccccc3)nnc2SCC(=O)NCc2ccccc2)cc1	10	13	10	-4	-10	2	-5	-5	18	-21	-8
Cc1cccn2c(=O)c(/C=C(\C#N)S(=O)(=O)c3ccccc3)c(N3CCN(c4ccccc4)CC3)nc12	5	6	-5	12	-5	-3	-11	-17	19	0	-16
Cc1ccc(OCC(=O)OCC(=O)c2ccccc2)cc1C	-5	-2	-7	22	-1	-16	0	7	-6	3	8
COc1cc(NC(=O)C2CCCO2)c(OC)cc1NC(=O)c1ccccc1 (stereo unspecified)	-12	5	0	-3	-4	5	-14	-5	-1	2	-10
CC[C@](C)(O)c1cc2ccccc2c(=O)o1	-2	-3	6	-4	1	-11	-13	-8	-7	14	12
CCc1cccc(OCCn2ccnc2)c1	0	10	-2	-13	-19	-3	7	-1	7	.	12
CC(C)C[C@H]1CN(CCCC[C@@H]2CNC(=O)C(=O)N2CC2CCCCC2)C(=O)C(=O)N1CCC1CCCCC1	.	.	-12	-4	.	.	2	-1	3	.	-37
COc1cccc(NC(=S)N2CCN(c3ccc([N+](=O)[O-])cc3)CC2)c1	-4	9	-6	-1	7	6	8	31	-4	0	6
C[C@@H]1COC(=O)[C@@H](Cc2ccc(F)cc2)C/C=C\C[C@@H](CC(=O)NCCO)C(=O)N1	3	6	3	6	-9	3	-9	-1	-14	.	-25
COc1ccc(/C=C2\Sc3ccc(C(=O)N4CCCC4)cc3N(C)C2=O)cc1OC	-14	3	-2	.	16	-11	17	23	6	-3	.
CN(C)C(=O)CN1C(=O)C2CCCCN2C(=O)c2ccccc21 (stereo unspecified)	12	9	-3	-11	2	10	14	8	-3	-3	-11
CCC(C)N(C(=O)COC(=O)CSc1ccc([N+](=O)[O-])cc1)C1CCS(=O)(=O)C1 (stereo unspecified)	3	5	-18	-23	-1	-7	-8	-11	16	-10	11
O=C(/C=C/c1ccc2c(c1)OCO2)NCCSCc1ccc(Cl)cc1Cl	0	6	-1	2	-2	2	7	11	-1	.	-11

More records follow.
SMILES	TLR9-MyD88 inh	NCOA3 inh	NOD2-RIPK2 inh	COUP-TFII inh	LMP1 NFkB inh	NCOA1 inh	TRAIL sens C8	TROY signal inh	NR5A2 inv ag	Vif inh	NCOA2 inhibitor
COc1ccc(OC)c(NC(=O)c2ccc(-c3cccs3)cc2)c1	-5	-4	1	1	6	-26	0	-35	-10	-2	7
O=C1CC(Nc2ccc(N3CCOCC3)cc2)C(=O)N1Cc1ccccc1 (stereo unspecified)	-6	-8	7	-4	-25	5	-11	-7	2	-2	1
Cc1c([N+](=O)[O-])c([N+](=O)[O-])nn1CC(=O)N1CCCCC1	1	11	-7	7	3	0	1	15	13	-7	2
CC1CCCN(C(=S)SCC(=O)c2cc(Br)cc(Br)c2O)C1 (stereo unspecified)	-4	-13	-9	9	-2	13	16	14	0	6	-9
CC(=O)N1N=C(c2cccc([N+](=O)[O-])c2)OC1(C)CC(=O)Nc1ccccc1 (stereo unspecified)	10	7	4	-4	3	1	-5	9	6	6	1
O=C(COC(=O)/C=C/c1ccc(Br)o1)Nc1cccc(S(=O)(=O)N2CCOCC2)c1	-7	-50	-2	-8	6	-3	-2	-2	4	72*	-16
